Assay outcomes: PubChem BioAssay, several laboratories
MITF TRPM1 HTS: activators of MITF-driven TRPM1 promoter reporter, primary screen, cell-based, SK-MEL-5, luciferase, single point. SK-MEL-5 TRPM1-promoter luciferase, 24 h; % of positive control, neutral wells = 0. actives 0.75% (n = 300,000). activation, % at 12.5 µM. AID 588334, 2011;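 active = mean activation of at least 80% with every replicate also reaching 80%; inconclusive = mean reaches 80% but some replicate falls short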;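 note: 0% = neutral control wells and 100% = parthenolide positive control wells; values of inactives mirror those of a sister screen read the other way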
dFosB act: activators of delta FosB homodimer, primary screen, biochemical, fluorescence polarization, TAMRA-CDK5 oligo, single point | Protein FosB (Mus musculus), P13346 | purified delta FosB; percent of positive-control signal above neutral wells | actives 0.99% (n = 340,000) | activation, % at 25 µM;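 active = mean activation above about 17%, with every replicate also reaching it, limit read from the data, passing the limit was not always enough; inconclusive = only one of the two conditions met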;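 note: fluorescence polarization rise as delta FosB binds a TAMRA Cdk5 AP-1 oligo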
Target sequence (P13346 whole entry, looked up): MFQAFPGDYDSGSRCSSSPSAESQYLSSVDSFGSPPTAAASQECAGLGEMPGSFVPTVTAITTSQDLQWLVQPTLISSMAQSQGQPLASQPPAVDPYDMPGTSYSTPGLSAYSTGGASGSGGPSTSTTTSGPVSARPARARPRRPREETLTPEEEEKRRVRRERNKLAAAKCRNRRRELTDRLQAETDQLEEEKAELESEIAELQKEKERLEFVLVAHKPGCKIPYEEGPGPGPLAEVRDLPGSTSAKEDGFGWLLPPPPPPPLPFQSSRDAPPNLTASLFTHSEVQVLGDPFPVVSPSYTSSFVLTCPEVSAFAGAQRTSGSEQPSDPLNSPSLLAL
CAL PDZ FP-1: untagged CAL PDZ binding inhibitors, primary screen, biochemical, fluorescence polarization, HTS | Golgi-associated PDZ and coiled-coil motif-containing protein (Homo sapiens), Q9HD26 | purified CAL PDZ, TMR-peptide fluorescence polarization, 1 h | inhibition, % at 24.9 µM | actives 0.92% (n = 300,000) | AID 602252, 2012;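 active = mean inhibition of at least 30% with at least half of replicates also reaching 30%; inconclusive = no clear call, values can overlap the other calls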;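 note: 0% = DMSO neutral control and 100% = excess unlabeled competitor peptide PRC23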
RTF Ca sens act: cardiac RTF calcium sensitivity activators, primary screen, biochemical, IANBD-TnC fluorescence, EC20 calcium; Troponin I, cardiac muscle (Homo sapiens) + Troponin T, cardiac muscle (Homo sapiens) + …; AID 493008, 2010; IANBD-labeled TnC RTF fluorescence at EC20 calcium; 0% EC20 calcium, 100% full calcium; activation, % at 7.2 µM; actives 0.24% (n = 340,000);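 active = activation above the mean over all tested compounds plus 3 SD, cut at about 30% in these data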;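 note: rise in fluorescence read as greater calcium sensitivity of cardiac thin filaments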
CDK5 p35 inh: inhibitors of human CDK5/p35 kinase, primary screen, biochemical, single concentration; Cyclin-dependent kinase 5 (Homo sapiens) + Cyclin-dependent kinase 5 activator 1 (Homo …; Recombinant CDK5/p35, ADP-Glo luminescence, 60 min; inhibition, % at 10 µM; actives 0.01% (n = 330,000); AID 488839, 2010;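 active = highest replicate inhibition of at least 50% and at least 75% of replicates reaching 50%; inconclusive = only one of the two criteria met; inactive = both criteria failed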;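 note: plate controls were DMSO neutral control for no effect and GW8510 at 10 µM for full effect; many of its hits are not listed in these tables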
Target sequence (Q00535 whole entry, looked up): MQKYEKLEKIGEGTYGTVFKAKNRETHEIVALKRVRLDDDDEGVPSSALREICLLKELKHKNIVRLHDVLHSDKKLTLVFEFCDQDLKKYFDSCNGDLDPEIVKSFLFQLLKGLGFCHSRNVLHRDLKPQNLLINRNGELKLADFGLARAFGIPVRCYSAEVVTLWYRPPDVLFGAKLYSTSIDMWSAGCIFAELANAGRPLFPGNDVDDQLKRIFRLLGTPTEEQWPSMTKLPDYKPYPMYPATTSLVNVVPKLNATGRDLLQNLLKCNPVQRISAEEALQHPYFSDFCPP
Target sequence (Q15078 whole entry, looked up): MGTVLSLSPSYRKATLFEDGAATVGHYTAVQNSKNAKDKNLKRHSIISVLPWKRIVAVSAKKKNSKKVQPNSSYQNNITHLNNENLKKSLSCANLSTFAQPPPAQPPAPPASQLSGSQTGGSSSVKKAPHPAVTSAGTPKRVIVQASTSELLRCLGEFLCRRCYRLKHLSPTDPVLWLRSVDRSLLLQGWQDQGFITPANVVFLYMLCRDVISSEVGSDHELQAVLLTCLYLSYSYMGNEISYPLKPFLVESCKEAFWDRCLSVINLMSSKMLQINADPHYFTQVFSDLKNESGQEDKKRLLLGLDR
CAL PDZ FP-2: CAL PDZ peptide-binding inhibitors, primary screen, biochemical, fluorescence polarization, Cer-tagged CAL PDZ, HTS. Golgi-associated PDZ and coiled-coil motif-containing protein (Homo sapiens), Q9HD26. purified CAL PDZ, TMR-peptide fluorescence polarization, 1 h. inhibition, % at 20 µM. actives 0.02% (n = 330,000). AID 504414, 2011;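 active = highest replicate inhibition of at least 40%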;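 note: plate controls were DMSO neutral control wells for no effect and unlabeled competitor peptide control wells for full effect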
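System: purified tagged CAL PDZ domain construct (CerCALP). Schedule: 1 h incubation at room temperature before polarization reading. Medium: 25 mM sodium phosphate pH 7.4, 150 mM NaCl, TCEP, IgG, Thesit. Read-out: percent inhibition from loss of millipolarization. Measured by: FP readout, S and P plane fluorescence. Probe or stimulus: fluorescent TMR peptide probe.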
V-ATPase pHluor: regulators of yeast V-ATPase proton pumping, primary screen, pHLuorin cytosolic pH fluorescence; response, % at 10 µM; AID 504577, 2011; S. cerevisiae; actives 0.37% (n = 350,000); in the data active = response mostly above about 7.3%, no sharp cut-off; inactive = mostly below about 5.4%; note: actives read high; inactives centre near 0; some compounds called inactive have numbers as strong as hits; reference of the scale not given here
Rtt109 HAT inh: inhibitors of C. albicans Rtt109/Vps75 HAT, primary screen, biochemical, ThioGlo CoA-SH fluorescence, plate reader; Histone acetyltransferase RTT109 (Candida albicans (strain SC5314 / ATCC MYA-2876)), …; purified Rtt109/Vps75, 4 h; inhibition, % at 34.9 µM; actives 0.16% (n = 330,000); AID 540336, 2011;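 active = inhibition of at least 50% in every replicate; inconclusive = best replicate reaches 50% inhibition but some replicates fall short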
Tat transport: E. coli Tat export inhibitors, primary screen, MC4100, TorA-mCherry reporter, fluorescence, single point; actives 0.036% (n = 340,000); inhibition, % at 10 µM;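 active = mean replicate inhibition at least 50% and at least half of replicates individually reaching 50%; inconclusive = only one of the two criteria met; inactive = neither criterion met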;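 note: exported cargo escapes ClpAP degradation while cytoplasmic cargo is degraded and loses fluorescence; 0% = median of neutral control wells and 100% = median of NaSCN control wells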
Wnt act: Wnt/beta-catenin pathway activators, primary screen, cell-based, plate reader, single point | actives 1.2% (n = 300,000) | activation, % at 9.35 µM | Wnt/beta-catenin reporter cell assay, activator; in the data active = activation above about 30%, passing the limit was not always enough; inconclusive = no clear call, values can overlap the other calls;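 note: 0% = neutral control wells and 100% = positive control wells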
Numbers without * were called inactive; u = inconclusive; x = not tested or not shown; & = joins results of further samples.

SMILES	MITF TRPM1 HTS	dFosB act	CAL PDZ FP-1	RTF Ca sens act	CDK5 p35 inh	CAL PDZ FP-2	V-ATPase pHluor	Rtt109 HAT inh	Tat transport	Wnt act
COc1ccc(CCn2c(=S)[nH]c3ccc(N4CCOCC4)cc3c2=O)cc1OC	17	-2	128*	1	-0.1	20	1	-10	0	0
O=C(NNS(=O)(=O)c1ccc(Br)cc1)NC1CCCCC1	-11	5	-2	3	-0.4	-1.2	1	-2	-2	x
O=C(O)Cc1ccc(NC(=O)Nc2ccc3c(c2)OCO3)cc1	21	-1	-3	-1	3.1	-2.7	2	40	2	7
CC(C)Cn1c(CN2C(=O)c3ccccc3C2=O)nc2ccccc2c1=O	-3	-2	-4	-1	1.5	-0.7	-1	15	u	1
c1coc(-c2nnc(SCc3cn4ccccc4n3)o2)c1	8	7	-3	7	-1.5	0.1	-5	-4	-7	x
COc1ccc(Cl)cc1NC(=O)CN(C)C(=O)c1cn(-c2ccccc2)nc1-c1cccnc1	9	-23	-2	-2	1.2	-3.7	3	12	9	-4
Cc1ccc(C(=O)NCCCNc2ccc(C(F)(F)F)cc2[N+](=O)[O-])cc1	0	-6	-1	0	-1.6	-0.4	2	1	3	-2
Cc1ccc2c(c1)nnn2C1CCN(C(=O)C23CC4CC(CC(C4)C2)C3)CC1	x	-8	-5	3	0.8	-0.5	1	2	0	-5
Brc1ccc(-c2csc(NNC3=NCCCCC3)n2)cc1	-3	1	-2	-1	-6.1	0.4	-1	6	15	x
CCOc1cnc(-c2ccc(Cl)cc2)o1	63	-6	-2	-3	-0.5	-0.5	3	6	3	x
CCN(CC)C1CCN(C(=O)c2cc(COc3ccc(F)cc3Cl)on2)C1 (stereo unspecified)	12	-8	4	6	-0.3	-1.4	1	-7	0	2
COc1ccc(/C=C(/NC(=O)c2ccccc2)C(=O)N2CCOCC2)cc1OC	-9	-5	6	6	-0.2	-2.1	7	-2	2	-2
CCc1ccccc1NC(=O)C(Cc1ccccc1)c1nn[nH]n1 (stereo unspecified)	x	6	-4	-3	-0.1	-0.5	-1	-4	-7	0
CCOC(=O)c1ccc(NC(=S)N2CCSC2c2ccc(OC)cc2)cc1 (stereo unspecified)	2	-1	0	-10	-1.7	-2.4	7	-3	2	x
O=C(NC1CCCCC1)Sc1ccc(Cl)cc1	-25	-6	6	6	2.0	-1.1	8.0*	-6	-11	-1
O=C(CN1C(=O)NC2(CCCC2)C1=O)NCc1ccc(Cl)cc1	-5	3	-2	-4	-1.3	-0.5	-4	3	2	1
C=CCOc1ccccc1/C=c1\sc2nc(=O)c(C)nn2c1=O	-32	-7	5	-9	1.2	-0.6	2	3	0	0&-4
CN1CCN(S(=O)(=O)c2ccc(Br)s2)CC1	x	4	-5	0	0.1	-0.9	-5	2	-3	2
O=C(CSc1ccccn1)N1CCc2ccccc21	68	0	-4	-5	2.7	-1.2	1	0	-3	5
O=C(COC(=O)Cn1cnc2ccccc2c1=O)Nc1ccc(Cl)c(C(F)(F)F)c1	-6	-2	7	-3	1.0	-0.9	0	-9	8	-3
CC1CCCCC12NC(=O)N(CC(=O)N1CCN(S(=O)(=O)/C=C/c3ccccc3)CC1)C2=O (stereo unspecified)	-2	-6	x	0	0.6	-0.6	4	-1	-4	3
Cc1cc(Cl)c(S(=O)(=O)NCc2ccncc2)cc1OCC(N)=O	0	7	0	6	-0.9	-2.9	-3	-1	-10	-4
Cc1cccc(Nc2nc(N)nc(-c3oc4ccccc4c3C)n2)c1	x	78*	-1	-5	1.3	-0.5	-3	-3	3	-4
CCN(CC)S(=O)(=O)c1ccc(N2CCOCC2)c(NC(=O)Cc2cccc3ccccc23)c1	-3	-7	-5	-3	1.6	-2.5	0	4	1	x
COc1cc(/C=N/n2nnnc2Nc2ccccc2)cc(OC)c1OC	11	2	-23	-3	0.7	-7.7	2	5	-2	x
COc1ccc(CCNC(=O)CSc2nnc3ccccn23)cc1	-3	-5	-1	4	-0.2	-2.5	1	7	-11	0
Cc1ccc(COc2ccc(/C=N/O)cc2)cc1	42	0	-1	10	-0.8	-2.1	0	0	5	31*
CCOC(=O)COn1c(=O)c(=O)n(OC)c2ccccc21	x	-8	-2	-11	0.1	-1.8	6	x	-2	x
CCN(CC)CCCC(C)Nc1nccc2cccc(Cl)c12 (stereo unspecified)	1	4	-3	1	-2.4	1.5	-4	8	-3	-3
CN(C)C(=O)c1cc(C(=O)c2ccc(C(F)(F)F)cc2)c[nH]1	45	-1	6	1	-0.2	-2.7	0	x	-7	21
COc1ccc2[nH]c(C(=O)N3CCC(CO)(Cc4cccc(C(F)(F)F)c4)CC3)c(C)c2c1	x	-23	x	-1	-0.8	0.6	-2	6	11	1
Cc1nonc1NC(=O)CSc1nnc(-c2ccoc2C)n1-c1cccc(Cl)c1	-7	-9	0	7	0.1	-1.0	4	4	-1	x
O=C(CN(C(=O)CCC(=O)Nc1nccs1)c1cccc(F)c1)NCc1ccccc1	-4	0	-2	-7	-0.3	-3.1	6	-7	9	-1
COc1cccc(-c2ccc(NC(=O)C3CCCN(Cc4ccc(CO)o4)C3)cc2)c1 (stereo unspecified)	0	-7	-12	-5	-0.5	-2.7	-1	1	-9	3
CCCCN(C(=O)C1CCC1)c1c(N)n(CCC)c(=O)[nH]c1=O	-3	-9	x	-1	0.5	0.6	-3	-1	7	0
Cc1cc(OCCOc2cccc3cccnc23)cc(C)c1Cl	3	-4	3	-8	0.6	x	4	-6	7	-2
CCOC(=O)N1CCN(c2cc(N3CCN(CC)CC3)c(F)cc2[N+](=O)[O-])CC1C (stereo unspecified)	6	-5	x	2	-3.2	-2.5	1	7	1	x
CCCN(CCC)C(=O)CSc1nc2n[nH]c(C)c2c(=N)n1-c1ccc(OCC)cc1	-23	-2	-1	2	0.0	-1.8	-1	0	4	x
O=C(CSCc1ccco1)Nc1cc(C(F)(F)F)ccc1N1CCOCC1	9	-8	0	-1	-1.3	0.9	1	2	3	x
C=CCN1C(c2ccccc2)=CS/C1=C(\C#N)c1nnc2n1CCCCC2	-5	-1	-1	-5	-2.0	0.0	3	10	1	x
CC1(c2ccc(OC(F)F)cc2)NC(=O)N(CC(=O)NC2CCCC2)C1=O (stereo unspecified)	6	1	x	-5	-0.1	-1.4	-1	4	0	-2
CCc1cc2c(-c3ccccc3)cc(=O)oc2c(CN2CCOCC2)c1O	-4	-10	0	-4	-0.6	0.6	-5	2	-1	-14
COc1ccc(CNc2nc(Cl)c(C#N)s2)cc1	28	-9	-1	-6	1.5	-5.7	4	7	-3	14
CCC(CC)NC(=O)c1cc(OC)c(OC)c(OC)c1	4	2	-2	-6	-0.3	-0.7	-3	1	-11	-10
Nc1cccc(CCc2nc3cc4ccccc4cc3[nH]2)c1	8	-13	x	8	0.0	-2.7	1	-8	-9	1
COc1cc(C(=O)O/N=C2\C=CC(=O)C(C)=C2)cc(OC)c1OC	x	-2	-18	1	0.3	2.8	8	-5	-12	61*
COc1cccc(C(=O)NC(=S)Nc2ccccc2N2CCCC2)c1	-18	-10	-3	1	0.3	-2.9	-5	3	-4	x
CCOC(=O)C(O)(C1C(=O)CC(C)(C)CC1=O)C(F)(F)F (stereo unspecified)	6	2	2	-2	0.5	-1.0	6	x	-2	x
O=C(Cn1nnc(-c2ccc(Cl)cc2)n1)NC1CC2CCC1C2 (stereo unspecified)	-4	-7	-4	-1	0.7	x	3	-6	5	-4
O=S(=O)(NCc1ccco1)c1ccc(S(=O)(=O)N2CCCC2)cc1	3	3	-1	1	1.0	1.0	-2	5	1	1
COC(=O)Nc1nc2ccc(-c3n[nH]c(=O)c4ccccc34)cc2[nH]1	-13	14	-5	6	-1.7	-3.0	1	-1	-2	-7
CCc1ccc(Nc2n[n+](-c3ccccc3)c(-c3ccc(N(CC)CC)cc3)s2)cc1	-65	75*	1	33*	-1.1	5.5	-3	-22	1	-2
CC(=O)Nc1ccc(Nc2cc(C)nc3c(-c4ccc(Cl)cc4)c(C)nn23)cc1	1	-5	1	1	-1.1	-2.5	-1	-2	-5	x
CC(Cc1ccccc1)NC(=O)C1(c2ccccc2)CCOCC1 (stereo unspecified)	4	-2	-7	3	0.0	-0.8	0	4	-6	-3
CC(C)(C)c1ccc(CN2C3=NCCCN3c3ccccc32)cc1	-46	-9	1	1	2.0	-1.1	-2	7	-4	-7&-6
Cc1csc(NC(=O)CSc2nnc3ncccn23)n1	-2	-3	0	-2	2.5	-0.8	-1	-7	5	-1
COc1ccc(CCNc2nc(-c3cccnc3)cs2)cc1OC	21	3	0	-2	0.5	-0.2	-2	6	3	-1
O=[N+]([O-])c1ccc2nc(NS(=O)(=O)c3ccc(Cl)cc3)sc2c1	0	2	-3	-5	-0.3	-0.8	2	8	-3	0
O=C(CC1SC(N2CCCCC2)=NC1=O)Nc1cccc(C(=O)O)c1 (stereo unspecified)	-15	-4	-2	-4	-1.6	-1.4	-3	-2	-3	x
Cc1ccc(C)c(NC(=O)C(=O)NCC2CCCN2S(=O)(=O)c2cccs2)c1 (stereo unspecified)	3	-6	0	-3	0.2	-3.4	-1	4	4	-4
Further entries:
SMILES	MITF TRPM1 HTS	dFosB act	CAL PDZ FP-1	RTF Ca sens act	CDK5 p35 inh	CAL PDZ FP-2	V-ATPase pHluor	Rtt109 HAT inh	Tat transport	Wnt act
O=C(Nc1ccccc1N1CCCC1)c1ccccc1Cl	-7	-1	-4	-5	0.4	x	1	3	-6	2
Cc1cc(NC(=O)CCC(=O)N(CC(=O)NCC2CCCO2)c2ccc(C)c(C)c2)no1 (stereo unspecified)	-10	-4	-4	1	-0.8	-0.2	-1	-1	12	2
Cc1ccc(CSCCNC(=O)c2ccc(Cl)c(S(=O)(=O)N3CCOCC3)c2)cc1	-6	1	-6	1	1.4	-2.7	-3	7	5	-4
NC(=O)c1c(NC(=O)COC(=O)c2ccc(S(=O)(=O)Nc3ccccc3)cc2)sc2c1CCCC2	-6	12	-1	-5	0.3	-1.2	-2	-6	-4	-1
